rTrxR1 inhibitor: rat TrxR1 inhibition | AID 588453 | O89049 | recombinant rTrxR1, NADPH fluorescence consumption, selenite substrate | Potency, µM (titrated, usually from 114 µM), without a hit: top-dose activity change, negative = inhibition, usual class: inhibitors | hit rate 1% among 390,000; note: potency is the fitted concentration of half-maximal effect; % is set by controls: 0 for no effect and ±100 for the full control effect; nearly all actives have a fitted effect of over 65% in size
Target sequence (O89049 whole entry, looked up): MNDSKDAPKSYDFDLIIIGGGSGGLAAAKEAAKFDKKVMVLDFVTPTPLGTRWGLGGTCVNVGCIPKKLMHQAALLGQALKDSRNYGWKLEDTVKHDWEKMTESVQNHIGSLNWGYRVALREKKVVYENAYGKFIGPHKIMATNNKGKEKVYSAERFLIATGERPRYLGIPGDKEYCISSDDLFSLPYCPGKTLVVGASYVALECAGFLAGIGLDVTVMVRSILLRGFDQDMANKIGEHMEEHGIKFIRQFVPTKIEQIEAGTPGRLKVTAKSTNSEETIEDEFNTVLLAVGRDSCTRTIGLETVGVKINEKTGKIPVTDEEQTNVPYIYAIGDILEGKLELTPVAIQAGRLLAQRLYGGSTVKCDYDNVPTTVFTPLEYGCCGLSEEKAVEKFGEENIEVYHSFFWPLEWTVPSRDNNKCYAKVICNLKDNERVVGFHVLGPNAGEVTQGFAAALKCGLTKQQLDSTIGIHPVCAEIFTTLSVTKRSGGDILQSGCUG
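Rat TrxR1 (90 nM in the dispensed reagent) was pre-reduced with 400 uM NADPH for 5 min at room temperature, then incubated with compound for 15 min. After 400 uM selenite was added, NADPH fluorescence (Ex 340/Em 450 nm) was followed for 8 min.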
TRHR ag: agonists of human TRH receptor. activation, % at 2 µM. AID 493084. P34981. hit rate 0.18% among 360,000. TRHR cells, calcium flux fluo-8, FDSS agonist mode; in the data active = activation above about 30%; note: 0% is about no effect
Target sequence (P34981 whole entry, looked up): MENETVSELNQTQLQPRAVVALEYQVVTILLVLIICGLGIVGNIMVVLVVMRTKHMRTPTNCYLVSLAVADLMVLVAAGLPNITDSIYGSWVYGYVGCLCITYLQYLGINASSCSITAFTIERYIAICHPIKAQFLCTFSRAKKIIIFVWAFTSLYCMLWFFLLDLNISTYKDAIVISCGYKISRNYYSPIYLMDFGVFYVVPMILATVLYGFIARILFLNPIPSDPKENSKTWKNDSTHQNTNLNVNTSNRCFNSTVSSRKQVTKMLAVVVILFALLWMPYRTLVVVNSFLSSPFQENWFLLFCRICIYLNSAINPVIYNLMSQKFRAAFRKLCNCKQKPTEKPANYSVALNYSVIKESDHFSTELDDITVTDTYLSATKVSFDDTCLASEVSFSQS
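Read-out: compound-evoked intracellular calcium rise in TRHR cells, fluo-8 dye, kinetic FDSS fluorescence at 1 s/cycle following a 10-cycle baseline. Cells cultured overnight before dye loading (30 min–1.5 h, RT).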
D2 antag: antagonists of human D2 dopamine receptor. P14416. HEK293 TREx D2 cells, calcium flux, dopamine EC80. inhibition, % at 10 µM. hit rate 2% among 340,000. AID 485344; in the data active = inhibition above about 30%; note: 0% is about no effect
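Overnight-induced (tetracycline, 30 C) HEK293 T-REx cells carrying force-coupled D2 receive a no-wash calcium dye, then compound, then EC80 dopamine at 180 s; signals are read kinetically throughout.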
PI4K2A inh: inhibitors of human PI4K2A; activity change, negative = inhibition, % at 76.9 µM; Q9BTU6; purified PI4K2A, ADP-Glo luminescence, 1 h; active compounds read low; hit rate 0.13% among 420,000; in the data active = activity change below about -50%; inconclusive = mostly about -30% to -49%;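 note: -100% = wells without enzyme as full effect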
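ADP-Glo luminescence measured ADP generated by PI4K2A enzyme (4 ug/mL before mixing) with 1.2 mM PI substrate (pre-mix) and 300 microM ATP (pre-mix). Tris pH7.5 buffer with MgCl2, Triton X-100; 1 h reaction at ambient temperature.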
D2 ag: agonists of human D2 dopamine receptor | P14416 | HEK293 T-REx D2 cells, calcium flux agonist mode | activation, % at 2 µM | hit rate 0.53% among 340,000;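 active = activation over 3 SD above normal in the single-dose calcium agonist read, cut at about 30% in these data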; note: 0% is about no effect
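Calcium-flux readout, 1 cycle/sec over 180 s following compound pin transfer, in inducible HEK293 Trex D2 cells (force-coupled); dopamine controls included. Positive calcium responses during this window marked compounds as potential agonists.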
TRHR PAM: TRH receptor (human) allosteric enhancement; TRHR cells, fluo-8 calcium fluorescence, EC20 TRH enhancement; AID 493056; P34981; enhancement, % at 2 µM; hit rate 0.66% among 360,000; in the data active = enhancement above about 30%; note: 0% is about no effect
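TRHR-expressing cells loaded with fluo-8 calcium dye were read kinetically (ex 480/em 530) during compound addition, then stimulated with an EC20 of TRH (10 nM final). Enhancement of the Gq-mediated intracellular calcium response was scored.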
USP1-UAF1 inh: USP1/UAF1 (human) deubiquitinase inhibition; hit rate 0.23% among 390,000; Potency, µM (doses to about 57.1 µM), inactives show at the top dose activity change, negative = inhibition, actives largely listed as inhibitors; recombinant USP1/UAF1, Ub-Rhodamine cleavage fluorescence; AID 743255; note: potency is the fitted concentration of half-maximal effect; % is set by controls: 0 for no effect and ±100 for the full control effect; nearly all actives have a fitted effect of over 60% in size; inactives centre near -12
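USP1/UAF1 complex at 1 nM was preincubated with compound for 15 min at room temperature, then Ub-Rho substrate (150nM final) was added. Fluorescence (480/540 nm) was read kinetically, 6 reads every 60 seconds.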
TrxR1 substrate: is turned over as a substrate by rat TrxR1. O89049. purified TrxR1 substrate turnover, NADPH consumption readout. Potency, µM (series often up to 114 µM), for inactives: at the top dose activity change, negative = substrate turnover. hit rate 0.01% among 390,000. AID 588456; note: potency is the fitted concentration of half-maximal effect; % is set by controls: 0 for no effect and ±100 for the full control effect; nearly all actives have a fitted effect of over 50% in size
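Rat TrxR1, dispensed at 90 nM, was prereduced with 400 uM NADPH (final) for 5 min at ~22 deg C, then incubated with compound 15 min before 400 uM selenite. A first-read NADPH fluorescence drop versus no-compound background flagged substrates.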
IDH1 R132H inh: blocks human mutant IDH1 R132H enzyme; IDH1-R132H enzyme, NADPH consumption, diaphorase/resazurin fluorescence; Potency, µM (titrated, usually from 76.6 µM), inactives show top-dose activity change, negative = inhibition, usual class: inhibitors; hit rate 0.093% among 390,000; note: potency is the fitted concentration of half-maximal effect; % is set by controls: 0 for no effect and ±100 for the full control effect; nearly all actives have a fitted effect of over 65% in size
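IDH1-R132H (0.5 ug/mL) preincubated 30 min with compound, then NADPH (0.016 mM) and alpha-KG (2 mM) added; 80 min at RT, pH 7.5. Remaining NADPH coupled via diaphorase/resazurin to fluorescence (540/590 nm); concentration-response curves normalized to no-enzyme control.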
Starred values were filed as active, the others as inactive; ? = inconclusive; . = not tested or not shown; [ ] = dose if it differs, or a comment. Unless noted, calls come from the whole dose curve; as a rule, active = well fitted inhibition curve with a large enough effect; inconclusive = small, poorly fitted or top-dose-only effect; inactive = no such curve, though single readings can be large or run the other way.

Sample of the layout (2 entries):
Each structure is followed by: PI4K2A inh, rTrxR1 inhibitor, D2 ag, TRHR ag, TrxR1 substrate, USP1-UAF1 inh, TRHR PAM, D2 antag, IDH1 R132H inh
Cc1cccc2c(CC(=O)Nc3ccccc3)noc12
  -4, 0%, -0.3, -0.4, 8%, -20%, 3, -5, 4%
CCC(=O)Oc1ccc(C2NC(=O)c3ccccc3O2)cc1OC (stereo unspecified)
  12, -7%[57.1 µM], 0.8, 0.1, 0%[57.1 µM], -4%, 6, 7, 0%

The list itself, from the start:
Each structure is followed by: PI4K2A inh, rTrxR1 inhibitor, D2 ag, TRHR ag, TrxR1 substrate, USP1-UAF1 inh, TRHR PAM, D2 antag, IDH1 R132H inh
Cc1cccc2c(CC(=O)Nc3ccccc3)noc12
  -4, 0%, -0.3, -0.4, 8%, -20%, 3, -5, 4%
CCC(=O)Oc1ccc(C2NC(=O)c3ccccc3O2)cc1OC (stereo unspecified)
  12, -7%[57.1 µM], 0.8, 0.1, 0%[57.1 µM], -4%, 6, 7, 0%
CCC/C(C#Cc1ccc(N(C)C)cc1)=C1/c2ccccc2C(=O)N1c1ccccc1
  6, -8%[57.1 µM], ., ., 0%[57.1 µM], ?, ., ., 17%
COCCCn1c(=O)c2sccc2n(Cc2cccc(C)c2)c1=O
  5, 14%, -0.9, -0.5, 0%, -20%, -10, 41*, -2%
C/C(=N\NC(=O)C(=O)Nc1ccc(C)cc1)c1ccncc1
  0, 16%, 0.3, -1.4, 4%, 1%, 5, 7, 3%
N#Cc1ccc(CN2CCN(c3ccc(S(=O)(=O)N4CCCC4)cn3)CC2)cc1
  7, 16%, 0.6, 0.1, 2%, -22%, 7, -2, -1%
C=C(C)Cn1c(SCC(=O)O)nnc1-c1ccc(C(C)(C)C)cc1
  -5, 4%, -0.3, -0.2, -3%, -11%, -3, 30*, 12%
CSc1nn(Cc2ccc(Br)cc2)c(N(C(C)=O)C(C)=O)c1S(=O)(=O)c1ccccc1
  13, 3%, 0.6, 0.6, 8%, -27%, -1, ., ?
CC(C)C[C@H](NC(=O)OC(C)(C)C)C(=O)N1CCC(C(=O)N[C@@H](Cc2ccccc2)C(=O)O)CC1
  -3, 22%, -2.5, 0.7, 10%, -7%, -4, 13, 8%
O=C(c1ccccc1)N1CCN(C2CC3CCC2C3)CC1 (stereo unspecified)
  -1, 16%, -1.1, 0.4, 8%, -11%, 0, 11, 14%
CC1CCCCN1C(=O)/C=C/c1ccccc1[N+](=O)[O-] (stereo unspecified)
  1, 0%, 0.1, -0.6, -4%, -19%, 6, 30*, 3%
Cc1cccc(C)c1NC(=O)CNC(=O)C1COc2ccccc2O1 (stereo unspecified)
  1, 18%, 0.1, 0.3, 0%, -20%, -6, 10, 3%
CCOC(=O)c1ccc(N2C(=O)C(CC(N)=O)N(NC(=O)c3cccc(F)c3)C2=S)cc1 (stereo unspecified)
  3, 10%, 0.8, 0.6, -5%, -14%, 3, 15, -7%
COc1ccc(NC(=O)Nc2nnc(N3CCCC3)s2)cc1
  -1, 3%, 0.4, -0.5, -8%, -8%, -3, ., -8%
COc1cc(C(=O)OCCCc2cc3ccccc3c(=O)o2)cc(OC)c1OC
  5, -7%[57.1 µM], -0.5, -0.6, 0%[57.1 µM], -13%, -1, -10, 4%
COc1ccc(/C=N/NC(=O)c2ccn[nH]2)cc1Cn1nc(C)c([N+](=O)[O-])c1C
  -6, -9%, -0.7, 0.0, -9%, -1%, -7, -15, -2%
COc1cccc(C(=O)Nc2cccc(OCC(=O)c3ccccc3)c2)c1
  -3, 38%[57.1 µM], -0.2, 0.0, -8%[57.1 µM], -12%, 3, 3, 11%
CC(=O)N/C(=C\c1ccccc1)C(=O)OCC(=O)NC1CCCC1
  -6, -12%, 3.5, 0.0, -4%, -9%, 2, 9, 12%
CC(C)NS(=O)(=O)c1ccc(OCC(=O)Nc2ccc(F)cc2F)cc1
  -2, 16%, 0.4, -0.3, 7%, -13%, -3, -5, -2%
Cc1cc(C(=O)Nc2nc(-c3ccccn3)cs2)ccc1[N+](=O)[O-]
  -2, 17%[57.1 µM], 2.0, 0.8, 3%[57.1 µM], -22%, 0, 15, -1%
O=Cc1cc(CCC(=O)O)ccc1O
  0, 9%, -4.0, 0.3, 6%, -29%, 6, -10, -14%
Cc1ccc(OCC(=O)Oc2ccccc2[N+](=O)[O-])cc1
  -10, ?, ., ., -5%[57.1 µM], 4%, ., ., 13%
Cc1ccc(S(=O)(=O)c2c(N)n(Cc3ccco3)c3nc4ccccc4nc23)cc1
  5, -15%, 0.8, 4.8, 146%[activator], -25%, 2, -8, 0%
COc1ccc(C2=NS(=O)(=O)N(C)C(C(=O)NC3CCCC3)=C2)cc1
  -1, -3%[57.1 µM], -0.4, 0.5, -9%[57.1 µM], -9%, -3, -9, 15%
CCOc1ccccc1C(=O)Nc1ccc(-n2nncc2-c2ccccc2)cc1
  0, -12%[57.1 µM], 0.2, 0.3, -11%[57.1 µM], -11%, -1, ., 0%
CC(=O)NCc1ccc(-c2csc(N)n2)s1
  3, 30%, -0.5, -0.4, 0%, -15%, 11, 9, -5%
CCOC(=O)c1cc(S(=O)(=O)Nc2ccc(OC(F)(F)F)cc2)[nH]n1
  -4, 10%[57.1 µM], ., -0.1, -7%[57.1 µM], -25%, -3, ., 29%
CCOc1ccc(S(=O)(=O)N(CC(=O)NCC2CCCO2)c2ccc(F)cc2)cc1 (stereo unspecified)
  -9, 31%, -3.0, 0.0, 12%, -7%, 18, -25, 6%
Cc1[nH]c(=O)[nH]c(=O)c1S(=O)(=O)N1CCC(C(=O)NC(C)c2ccccc2)CC1 (stereo unspecified)
  0, -1%[57.1 µM], 1.8, -0.5, -5%, -6%, -3, -5, 7%
Cc1ccc(C)c(NC(=O)COC(=O)c2ccc[n+]([O-])c2)c1
  -1, 33%[11.4 µM], ., ., 12%[11.4 µM], -5%, ., ., 3%
CCOc1ccc(CN(C)CC(=O)Nc2cc(C)c(C)cc2[N+](=O)[O-])cc1
  -3, 21%[57.1 µM], -0.1, 1.7, -4%[57.1 µM], -17%, 2, -4, 5%
Cc1ccc(S(=O)(=O)c2nnn3c2nc(NCc2ccc(F)cc2)c2sccc23)cc1
  -5, 13%, 0.9, 0.9, 11%, 1%, 17, ., -6%
CC1CCCC(C)N1C(=O)COC(=O)/C=C/c1ccc(Br)o1 (stereo unspecified)
  -3, 35µM*, ., ., -10%, -9%, ., ., 8%
Cc1ccc(S(=O)(=O)NNC(=O)Nc2ccccc2F)c(C)c1
  1, 39%[activator], -1.2, -0.4, 2%, -19%, -4, 17, -4%
COc1ccc(CN(C)C(=O)C(Cc2ccccc2)NC(=O)c2ccccc2)cc1F (stereo unspecified)
  1, 6%, 0.1, 0.1, -7%, -8%, -13, -8, 9%
COc1ccc(C(=O)Nc2ccc(NC(C)=O)cc2)cc1S(=O)(=O)N1CCCCC1C (stereo unspecified)
  0, 15%, 0.2, 0.1, 3%, -15%, -6, -1, 3%
COc1ccc(C2=NN(C(=O)CSc3nccn3C)C(c3ccco3)C2)cc1 (stereo unspecified)
  -1, 1%, ., ., -2%, -18%, ., ., 11%
COc1ccc(NC(=O)/C(=C\c2ccc(OS(=O)(=O)c3ccc(C)cc3)cc2)NC(=O)c2ccccc2)cc1
  -11, 1%, 0.4, -0.6, -1%, 1%, 6, -16, 1%
O=C(NC1CCSc2ccccc21)c1ccc(F)cc1 (stereo unspecified)
  -1, 17%, -0.4, -0.7, 1%, -19%, -7, -1, 4%
O=S1(=O)CCN(C(CO)c2ccccc2)CC1 (stereo unspecified)
  -1, -3%, 1.2, 1.0, 0%, -13%, 2, 23, 9%
Cn1c(N)c(C(=O)CSc2nnc(C3CC3)n2-c2ccccc2)c(=O)[nH]c1=O
  -9, -13%, ., ., -6%[57.1 µM], ?, ., ., 3%
Cc1ccc(C(=O)NCC(=O)N2CCCCCCC2)cc1
  -6, 22%, -0.3, -0.4, -2%, -18%, 9, -5, -5%
CC1=NN(C(=S)Nc2ccccc2)C(c2ccccc2)C1 (stereo unspecified)
  -5, 19%, -0.5, -0.2, 12%, -11%, 8, 4, 9%
CC1C2(C)OC(=N)C(C#N)(C(C)O2)C1(C#N)C#N (stereo unspecified)
  4, 136%[activator], -2.8, 0.3, 641%[activator], -19%, 7, 14, 0%
OCCC1CN(CC2CC2)CCN1Cc1ccc(F)c(F)c1 (stereo unspecified)
  0, -11%[57.1 µM], -0.4, 0.2, -11%[57.1 µM], -7%, -4, -18, -2%
CCCN1Cc2cccc(C(=O)Nc3ccc4c(c3)OCCO4)c2C1=O
  -3, -8%[57.1 µM], 0.6, 0.1, -3%[57.1 µM], -16%, -2, -7, -3%
COc1ccccc1NC(=O)COc1ccccc1C(=O)c1cnn(-c2ccccc2)c1
  4, 27%, -1.1, -0.6, 2%, -24%, -1, -14, 8%
COCCCNC(=O)c1sc2nc(C)c(C(=O)Nc3ccc(C)cc3C)c(-c3ccccc3Cl)c2c1N
  1, 51%[activator], -0.6, -0.3, 11%, -26%, -1, ., -13%
CC(=O)N1CCN(Cc2nc3ccc(Cl)cc3n2CCO)CC1
  0, -8%, 0.2, 0.1, 0%, -25%, -4, -6, -9%
COc1ccc(OCC(=O)N2CCOCC2)cc1
  -5, 19%[57.1 µM], 0.2, 0.1, 5%[57.1 µM], 0%, 1, 7, 5%

Screening results deposited in PubChem by National Center for Advancing Translational Sciences (NCATS).
